PI5P4K alpha inh = PI5P4K alpha (human) kinase inhibition; P48426; PI5P4Kalpha enzyme, ADP-Glo luminescence, 60 min; hits give low values; max response, %; 330,000 compounds, 1.2% hits; active = max response of -50% or lower; inconclusive = between -30% and -50%; inactive = -30% or higher; note: value at the top dose of about 77 µM; % is set by controls: 0 for no effect and ±100 for the full control effect
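Single end-point luminescence (ADP-Glo) quantified ADP from PI5P4Kalpha turnover; ATP 5 microM final, 1 h at RT, 0.1% CHAPS and 0.28 mM EGTA in HEPES pH 7.4.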
WRN inhibitor = inhibitors of human WRN helicase; Q14191; WRN helicase unwinding, fluorescent forked duplex, kinetic; Potency, µM (top dose mostly 114 µM), inactives show at the top dose activity change, negative = inhibition, actives largely listed as inhibitors; 360,000 compounds, 0.46% hits; AID 651768; note: potency is the fitted concentration of half-maximal effect; % is set by controls: 0 for no effect and ±100 for the full control effect; nearly all actives have a fitted effect of over 55% in size
Target sequence (Q14191 whole entry, looked up): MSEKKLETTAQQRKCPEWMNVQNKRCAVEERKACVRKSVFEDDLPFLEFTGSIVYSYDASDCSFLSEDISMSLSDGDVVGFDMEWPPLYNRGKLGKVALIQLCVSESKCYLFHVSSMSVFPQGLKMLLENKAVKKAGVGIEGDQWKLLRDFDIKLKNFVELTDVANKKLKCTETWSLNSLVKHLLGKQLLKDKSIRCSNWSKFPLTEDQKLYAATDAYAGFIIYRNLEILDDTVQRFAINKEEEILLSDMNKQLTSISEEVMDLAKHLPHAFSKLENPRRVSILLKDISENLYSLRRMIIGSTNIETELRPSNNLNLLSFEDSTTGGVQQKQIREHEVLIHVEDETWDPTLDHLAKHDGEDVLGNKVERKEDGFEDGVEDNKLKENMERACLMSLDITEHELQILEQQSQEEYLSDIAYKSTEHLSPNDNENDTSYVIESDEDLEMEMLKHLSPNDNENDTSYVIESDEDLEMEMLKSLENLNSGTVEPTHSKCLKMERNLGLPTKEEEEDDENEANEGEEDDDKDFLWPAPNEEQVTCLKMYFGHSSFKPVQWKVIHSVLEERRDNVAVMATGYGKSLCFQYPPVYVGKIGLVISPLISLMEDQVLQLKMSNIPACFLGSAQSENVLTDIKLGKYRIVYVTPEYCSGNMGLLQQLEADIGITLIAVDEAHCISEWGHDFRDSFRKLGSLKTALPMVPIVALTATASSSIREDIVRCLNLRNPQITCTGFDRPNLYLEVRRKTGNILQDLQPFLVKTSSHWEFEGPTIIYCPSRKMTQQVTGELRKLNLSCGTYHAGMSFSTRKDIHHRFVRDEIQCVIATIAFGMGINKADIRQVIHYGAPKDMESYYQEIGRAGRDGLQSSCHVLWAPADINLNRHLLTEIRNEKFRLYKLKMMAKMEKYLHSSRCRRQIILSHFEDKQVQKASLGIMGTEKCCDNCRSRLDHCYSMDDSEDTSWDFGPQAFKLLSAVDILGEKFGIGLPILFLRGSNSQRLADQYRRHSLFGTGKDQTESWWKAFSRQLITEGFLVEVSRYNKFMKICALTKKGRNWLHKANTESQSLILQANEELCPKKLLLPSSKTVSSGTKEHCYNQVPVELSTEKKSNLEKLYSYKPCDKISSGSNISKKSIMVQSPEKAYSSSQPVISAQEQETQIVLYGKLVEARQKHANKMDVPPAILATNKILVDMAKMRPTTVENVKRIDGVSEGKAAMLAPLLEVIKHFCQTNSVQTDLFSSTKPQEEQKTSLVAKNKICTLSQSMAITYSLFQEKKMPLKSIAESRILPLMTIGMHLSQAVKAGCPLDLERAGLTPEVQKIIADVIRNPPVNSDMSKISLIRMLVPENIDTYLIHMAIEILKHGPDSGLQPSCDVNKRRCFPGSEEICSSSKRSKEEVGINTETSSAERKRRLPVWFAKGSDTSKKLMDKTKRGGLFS
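WRN at 20 nM final preincubated with compound 15 min at room temperature; reaction started with 100 nM fluorophore/quencher forked duplex oligonucleotide and 2 mM ATP final. Unwinding followed kinetically by red fluorescence (ex 525, em 598 nm).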
PLK1 PBD block = PLK1 (human) polo-box domain binding inhibition; P53350; Plk1 PBD binding of FITC phosphopeptide, fluorescence polarization; Potency, µM, inactives show max response, negative = inhibition, actives largely listed as inhibitors; 360,000 compounds, 2.8% hits; AID 720504; note: potency is the fitted concentration of half-maximal effect; series mostly up to about 57 µM; % is set by controls: 0 for no effect and ±100 for the full control effect; nearly all actives have a fitted effect of over 65% in size
EPAC1 antagonist = blocks human EPAC1 exchange factor; EPAC1 GEF assay, Rap1b-BODIPY-GDP exchange fluorescence; Potency, µM (titrated, usually from 115 µM), for inactives: at the top dose activity change, negative = inhibition, hits mostly inhibitors; 360,000 compounds, 0.14% hits;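 note: potency is the fitted concentration of half-maximal effect; plate controls were vehicle for no effect and positive control for full effect; nearly all actives have a fitted effect of over 50% in size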
IL2 activator = activators of IL-2. 360,000 compounds, 0.065% hits. AID 652025. activation, % (series mostly up to about 46 µM). IL-2 activation reporter assay, cell-based qHTS; stimulated with anti-CD3/CD4/CD28 beads; in transgenic mouse T cells; in the data active = activation above about 50%; inconclusive = mostly about 30% to 49%; note: 0% is about no effect
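Readout: EGFP and DsRed signals by fluorescent plate cytometry. Unstimulated transgenic mouse T cells received compound 60 min before antibody-bead stimulation, then incubated 18 h at 37 degrees C.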
EPAC2 ag = EPAC2 (human) agonism. 360,000 compounds, 0.079% hits. EPAC2 activation, biochemical qHTS; response scale: 100% = 6.5 mM cAMP response. Q8WZA2. Potency, µM (series often up to 154 µM), for the others: at the highest dose activation, usual class: activators. AID 720711; note: potency is the fitted concentration of half-maximal effect; nearly all actives have a fitted effect of over 50% in size
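qHTS, titration series. 100 nM EPAC2 / 250 nM Rap1B-BODIPY-GDP / 50 uM GDP; RT; ex 480/em 540 nm, 5-min reads to 30 min. Norm. to 6.5 mM cAMP = activation.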
CCT chaperon mod = changes cytosolic chaperonin activity | purified chaperonin ATPase assay, HTRF ADP detection, 30 min | activity change, % (test concentration not listed), hits read low | 360,000 compounds, 0.3% hits; in the data active = activity change below about -30%; note: % is set by controls: 0 for no effect and ±100 for the full control effect
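Enzyme 40 or 20 nM (batch-dependent) in Tris pH 7.4/KCl/MgCl2/DTT; cpd 76 uM single point; ATP 10 uM; 30 min 37 °C; Transcreener ADP HTRF detection, 30 min RT; ratio 665/615.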
EPAC1 ag = activates human EPAC1 exchange factor. O95398. EPAC1 agonist qHTS, biochemical assay; response scale: 100% = response to 6.5 mM cAMP. Potency, µM (doses to about 154 µM), for the others: at the top dose activation, actives largely listed as activators. 360,000 compounds, 0.073% hits. AID 720707; note: potency is the fitted concentration of half-maximal effect; nearly all actives have a fitted effect of over 60% in size
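Nucleotide exchange assay: 100 nM EPAC1 with 250 nM Rap1B loaded with BODIPY-GDP and 50 uM GDP, room temperature. Fluorescence (480/540 nm) read every 5 min for 30 min; signal change normalized to 6.5 mM cAMP as full agonist.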
Starred values were filed as active, the others as inactive; u = inconclusive; x = not tested or not shown; [ ] = remark or other dose. Unless noted, calls come from the whole dose curve; as a rule, active = well fitted curve in the direction sought with a large enough effect; inconclusive = small, poorly fitted or top-dose-only effect, or another doubt; inactive = no such curve, though single readings can be large; an effect the other way counts as inactive or inconclusive. A portion of the library; rates above refer to the full screens.

Results follow in this order: PI5P4K alpha inh, WRN inhibitor, PLK1 PBD block, EPAC1 antagonist, IL2 activator, EPAC2 ag, CCT chaperon mod, EPAC1 ag
[1] Cc1ccc(S(=O)(=O)N(C)CCCC(=O)N2CCN(C=O)CC2)cc1
  x, 4%, -8%, 13%, -3.2, -1%, -0.8, 4%
[2] Cc1ccc2[nH]c(=O)c(CN(Cc3cccnc3)Cc3nnnn3CCN3CCOCC3)cc2c1
  -28, 4%, 4.7µM*, 0%, -0.4, -3%, -2.1, 0%
[3] O=C(CCC(=O)OCc1cccc([N+](=O)[O-])c1)Nc1ccc(F)cc1
  2, 6%, -8%, -10%, -2.4, 2%, 1.4, -3%
[4] CC(C)CN1C(=O)c2ccc(NC(=O)c3ccccc3F)cc2C1=O
  x, 7%, -9%, -2%, 4.2, -7%, -0.9, -4%
[5] O=C(COC(=O)c1ccccc1O)Nc1cc([N+](=O)[O-])ccc1Cl
  2, 3%, -2%, -2%, 2.2, -4%, 0.1, 1%
[6] C[C@H](NC(=O)c1[nH]cnc1C(=O)Nc1ccc(CNC(=O)OC(C)(C)C)cc1)C(=O)OCc1ccccc1
  4, 10%, -6%, 10%, -0.5, -17%, -1.1, -14%
[7] NCc1nc(-c2ccc(Cl)cc2)no1
  8, -4%, -7%, 0%, -0.4, 12%, -0.1, 1%
[8] COc1ccc(C)c(NC(=O)C2CC(=O)NC3=C2C(=O)CCC3)c1 (configuration not stated)
  1, 8%, -6%, -16%, -2.1, 8%, -1.5, 7%
[9] Cc1ccc(OCc2ccc(C(=O)NN)o2)cc1C
  -1, -3%, 2%, -18%, 0.5, 5%, -0.4, 14%
[10] CNc1ccc(Br)cc(C(=O)/C=C/c2cccc(OC)c2)c1=O
  -26, -34%[57.1 µM], -24%, u, -0.7, 15%, -0.5, 6%
[11] CCN(CC)C(=O)c1cccc(-c2csc(C(C)(O)c3ccncc3)n2)c1 (configuration not stated)
  -1, 3%, 2%, -4%, -0.9, 6%, 0.9, -3%
[12] O=C(Nc1cccc(S(=O)(=O)N2CCCCC2)c1)C1CCCC1
  1, 4%, 1%, -1%, 0.5, 3%, -0.4, -7%
[13] COc1ccccc1N1CCN(CCN2C(=O)C3CCCCN3C2=O)CC1 (configuration not stated)
  -9, 0%, -19%, -3%, 0.8, 8%, -5.5, -3%
[14] CCN1CCN(Cc2ccc(NC(=O)Nc3ccc(SC)cc3)cc2)CC1
  -3, -21%, -14%, -1%, -0.5, 6%, -3.1, 8%
[15] COc1ccccc1NC(=O)COn1nnc2ccc(S(=O)(=O)N3CCOCC3)cc21
  -26, 5%, 19µM*, -10%, 3.7, 8%, -2.1, 4%
[16] C1=CCC(CN2CCNCC2)CC1 (configuration not stated)
  7, -3%, -12%, 12%, -0.1, 11%, 1.4, 6%
[17] COc1ccc(CSC2=CS(=O)(=O)c3ccccc3N2)cc1
  0, 11%, -2%, 20%, -2.8, 17%, -4.3, 4%
[18] O=c1[nH]c(N2CCc3ccccc3C2)nc2c1CCC2
  1, -1%, 2%, -2%, 0.2, 2%, -11, 3%
[19] Cc1nc2c(ccc3nc(NC(=O)c4ccc(S(=O)(=O)N(C)C)cc4)sc32)s1
  x, -12%, -7%, 4%, -1.6, 7%, -2.6, 2%
[20] CCCc1ccc(C(=O)[C@@H]2[C@@H](C(C)=O)N3c4ccc(F)cc4C=C[C@@H]3[C@@]23C(=O)Nc2ccccc23)cc1
  2, -8%, -14%, -8%, -0.2, 6%, 2.3, 2%
[21] COc1ccc2c(c1)CCc1c(C(=O)Nc3c(C)n(C)n(-c4ccccc4)c3=O)noc1-2
  17, 0%, -6%, 21%, -0.3, -10%, 2.1, -4%
[22] CCCCOC(=O)/C(=C/C=C/c1ccccc1)NC(=O)c1ccccc1
  0, -8%, -5%, -20%, -1.0, -1%, 0.7, -4%
[23] O=c1oc2ccccc2c2c1ncn2CCN1CCOCC1
  18, -9%, -15%, -21%, -0.3, 10%, -3.8, -6%
[24] CC(C)(C)c1ccc(S(=O)(=O)N2CCN(C3CCCC3)CC2)cc1
  1, 9%, -11%, 2%, -0.3, 5%, -1.8, 13%
[25] CCOC(=O)c1oc2ccccc2c1CN1CCN(C)CC1
  3, -9%, -9%, -1%, 0.0, 6%, 0.3, -7%
[26] CC(=O)c1ccc(NC(=O)c2cnn3ccccc23)cc1
  -76*, 5%, -2%, -1%, -2.6, 3%, -1.6, -5%
[27] C=CCNc1nnnc2c1sc1nc(N3CCOCC3)c3c(c12)CCCC3
  1, -13%, -7%, -17%, -0.4, 3%, 0.5, 8%
[28] COc1ccc(C)c2sc(N(CCN(C)C)C(=O)c3cccc(N4C(=O)CCC4=O)c3)nc12
  5, -1%, -1%, -2%, -3.3, 8%, -0.1, 4%
[29] CC1(C(=O)Nc2ccc3nc[nH]c3c2)CCN1C(=O)C1(c2ccccc2)CC1 (configuration not stated)
  0, 8%[57.1 µM], 3%, -15%, -0.2, 1%, -6.5, -4%
[30] CS(=O)(=O)c1ccc(NCC2CCCO2)c([N+](=O)[O-])c1 (configuration not stated)
  2, 2%, -13%, -7%, -0.1, 16%, 1.2, 10%

Structural class: the compounds so far with a furan ring, fused or not.
Results follow in this order: PI5P4K alpha inh, WRN inhibitor, PLK1 PBD block, EPAC1 antagonist, IL2 activator, EPAC2 ag, CCT chaperon mod, EPAC1 ag
[9] Cc1ccc(OCc2ccc(C(=O)NN)o2)cc1C
  -1, -3%, 2%, -18%, 0.5, 5%, -0.4, 14%
[25] CCOC(=O)c1oc2ccccc2c1CN1CCN(C)CC1
  3, -9%, -9%, -1%, 0.0, 6%, 0.3, -7%

(further entries)
Results follow in this order: PI5P4K alpha inh, WRN inhibitor, PLK1 PBD block, EPAC1 antagonist, IL2 activator, EPAC2 ag, CCT chaperon mod, EPAC1 ag
[31] Cc1cccc(CN2CCN(C(=O)c3cccc4ccccc34)CC2)c1
  -4, -6%, -2%, -5%, -0.1, 2%, 0.0, 7%
[32] O=C(Cc1ccccc1)NCC(=O)Nc1cc(Cl)ccc1Cl
  1, 7%, 27µM*, -9%, 1.1, 2%, 0.0, -5%
[33] O=C(Cc1ccc([N+](=O)[O-])cc1)NCCS(=O)(=O)N1CCN(c2ccccc2)CC1
  -3, 10%, -8%, 13%, 0.9, 2%, 0.2, -3%
[34] Cn1cncc1C#Cc1ccc(N2C(c3ccsc3)=Cc3ccc(F)cc3C2c2c[nH]c3ccccc23)cc1 (configuration not stated)
  -2, 2%, -2%, -6%, 1.0, 11%, 0.1, 7%
[35] COc1ccccc1NC(=O)Nc1nnc(CC(=O)Nc2cccc(C)c2)s1
  -9, -6%, -14%, 14%, -3.6, 10%, 0.6, -9%
[36] CS(=O)(=O)Nc1cccc(C2=NN(C(=O)CCC(=O)O)C(c3cccs3)C2)c1 (configuration not stated)
  -2, 7%, -21%, -23%, 0.4, 10%, -5.6, 8%
[37] Cn1c(=O)c2c(nc(Br)n2Cc2ccccc2Cl)n(C)c1=O
  -4, -3%, 1%, 5%, -3.9, 0%, -0.2, -1%
[38] CCOC(=O)N1CCN(C(=O)c2ccc3c(c2)N(CC)CCS3)CC1
  10, 0%, 0%, -3%, -0.1, 0%, -1.6, 9%
[39] CCOc1ccccc1N1CCN(C(=O)c2ccc(NS(=O)(=O)c3ccc4[nH]c(=O)[nH]c4c3)cc2)CC1
  7, -12%, -5%, -8%, -0.8, 15%, -11, 8%
[40] COc1ccc(-c2nc(=S)c3c([nH]2)Oc2ccc(C)cc2C3)cc1O
  u, 8%, -9%, 8%, 1.8, -4%, 0.3, -2%
[41] COc1ccc(-n2ncc3c2CC(C)(C)CC3NC(=O)c2ccoc2C)cc1 (configuration not stated)
  -3, -20%, -16%, 10%, -1.6, 3%, 0.2, -5%
[42] O=S(=O)(c1cccc(NC(=S)NCc2ccco2)c1)N1CCOCC1
  -13, -15%, -1%, -1%, -2.2, -1%, 0.4, 1%
[43] Cc1ccc([C@@H]2CC=C(C(=O)O)[C@H](c3ccccc3F)N2S(=O)(=O)c2ccc(C)cc2)cc1
  -1, 4%, -4%, -9%, -0.3, 0%, -1.1, 8%
[44] CC1CCN(CCCn2c(SCC(=O)NC3CCCC3)nc3ccccc3c2=O)CC1
  -1, -10%, -7%, 2%, -0.8, 3%, -3.5, 19%
[45] O=C1OCCC1Sc1ncnc2sccc12 (configuration not stated)
  -12, 1%, -20%, 1%, -0.1, -11%, -3.2, 4%
[46] FC(F)(F)c1nnc(-c2ccccc2)nc1Oc1ccccc1
  x, -4%, -3%, 0%, 1.5, -8%, 0.0, 5%
[47] O=C(Nc1ccccc1C(F)(F)F)c1cc2ncc(CCCl)cn2n1
  17, -3%, 1%, -11%, 0.2, -5%, -0.2, 3%
[48] Cc1ccccc1N1CC2=C(C1=O)C(c1ccccc1)NC(=O)N2C (configuration not stated)
  -3, -12%, 7%, 9%, 3.5, 3%, -0.7, 3%
[49] CCOC(=O)C1CCN(C(=O)c2ccc(N(C)S(=O)(=O)c3ccc(OC)cc3)cc2)CC1
  1, 5%, -15%, -17%, -3.3, 3%, -0.7, -1%
[50] O=C(COc1cccc2ccccc12)N/N=C/c1ccccc1OCc1ccc(C(=O)O)cc1
  -2, -8%[11.6 µM], 27µM*, -26%, 1.0, u, -3.1, -5%
[51] CCC1=C(OC(=O)N(CC)CC)N2C(=O)OC(=NCc3ccccc3)[C@]2(C)[C@H]2C1=CC[C@H]1C(=O)N(c3ccccc3)C(=O)[C@H]12
  0, -3%, -3%, -8%, -0.4, -3%, 0.7, -6%
[52] C(=C\c1nc(N2CCCCCC2)c2ccccc2n1)/c1ccccc1
  15, -7%, -6%, -11%, -0.8, 0%, -3.8, 12%
[53] COC(=O)[C@]1(Cc2ccccc2)N[C@H](CN(C)C(=O)c2ccc(C)cc2)[C@@H]2C(=O)N(C)C(=O)[C@@H]21
  -2, 1%, 6%, -5%, -0.1, 7%, 3.3, 4%

Of the compounds above, these contain a Cl atom:
Results follow in this order: PI5P4K alpha inh, WRN inhibitor, PLK1 PBD block, EPAC1 antagonist, IL2 activator, EPAC2 ag, CCT chaperon mod, EPAC1 ag
[5] O=C(COC(=O)c1ccccc1O)Nc1cc([N+](=O)[O-])ccc1Cl
  2, 3%, -2%, -2%, 2.2, -4%, 0.1, 1%
[7] NCc1nc(-c2ccc(Cl)cc2)no1
  8, -4%, -7%, 0%, -0.4, 12%, -0.1, 1%
[32] O=C(Cc1ccccc1)NCC(=O)Nc1cc(Cl)ccc1Cl
  1, 7%, 27µM*, -9%, 1.1, 2%, 0.0, -5%
[37] Cn1c(=O)c2c(nc(Br)n2Cc2ccccc2Cl)n(C)c1=O
  -4, -3%, 1%, 5%, -3.9, 0%, -0.2, -1%
[47] O=C(Nc1ccccc1C(F)(F)F)c1cc2ncc(CCCl)cn2n1
  17, -3%, 1%, -11%, 0.2, -5%, -0.2, 3%

Bioassay records as filed in PubChem BioAssay.
